# Screening data from PubChem.
# Tau fibril FP = inhibitors of human tau fibril formation. Potency, µM (titrated, usually from 57.7 µM), without a hit: top-dose activity, negative = inhibition, most hits filed as inhibitors. P10636. hit rate 0.39% among 280,000. K18 P301L tau heparin fibrillization, Alexa594 FP, 6 h. AID 1468; also: potency is read from the fitted curve at half-maximal effect; % is scaled to controls: 0 for no effect and ±100 for the full control effect; nearly all actives have a fitted effect of over 55% in size
#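 Heparin (20 uM) drove fibril formation of recombinant tau K18 P301L, 15 uM unlabeled with 0.24 uM Alexa 594 label, for 6 hr at 37 C in 100 mM sodium acetate pH 7. Fluorescence polarization (555/632 nm) read 1 hr after 30 uM ThT.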
# GLA spleen mod = inhibits or activates alpha-galactosidase in human spleen homogenate; P06280; human spleen homogenate, 4MU-alpha-Gal fluorescence, 40 min; Potency, µM (highest dose often 80 µM), inactives show at the highest dose activity change, negative = inhibition, most hits filed as inhibitors; hit rate 0.008% among 240,000;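 also: potency is read from the fitted curve at half-maximal effect; 0% = enzyme with vehicle and -100% = no enzyme basal signal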
#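 Human spleen homogenate (1 ug) was the enzyme source, with 4-methylumbelliferyl-alpha-D-galactopyranoside (1 mM final) in pH 5.0 citrate buffer with 0.01% Tween-20. Compounds were titrated; after 40 min at 37C, NaOH/glycine stop, 4-MU fluorescence read; AC50 from Hill fits.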
# TRb-SRC2 inh = TRbeta-SRC2 interaction inhibition. P10828. Potency, µM (doses to about 106 µM), without a hit: at the highest dose activity change, negative = inhibition, actives largely listed as inhibitors. TRbeta-SRC2 peptide binding, fluorescence polarization; receptor liganded with 1 µM T3. hit rate 0.065% among 280,000;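 also: potency is read from the fitted curve at half-maximal effect; plate controls were bound peptide for no effect and peptide without receptor for full effect; nearly all actives have a fitted effect of over 50% in size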
#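 Human TRb LBD (0.6 uM) plus Texas Red-labeled SRC2 peptide (20 nM), 1uM T3, 5% DMSO, 5 hr at ambient temperature. Decreased polarization (555/632 nm) flags inhibition; data normalized to free and bound peptide controls.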
# TR SRC2 fluor cs = alters Texas Red total fluorescence, flagging assay interference; AID 1479; TRb/SRC2 Texas Red total fluorescence interference; hit rate 0.29% among 280,000; Potency, µM (top dose mostly 106 µM), for the others: at the top dose fluorescence change, negative = quenching; active = well fitted curve in either direction with a large enough effect; inconclusive = small, poorly fitted or top-dose-only effect; also: potency is read from the fitted curve at half-maximal effect; % is scaled to controls: 0 for no effect and ±100 for the full control effect
#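 Human TRb ligand-binding domain at 0.6 uM with 20 nM Texas Red SRC2 peptide in Tris buffer containing 1 uM T3 and 5% DMSO, incubated with compound 5 h at ambient temperature. Total fluorescence (555/632 nm) calculated as parallel + 2 × perpendicular.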
# Epigenetic derep = epigenetic control regulation, reporter derepression; Potency, µM (series often up to 53.9 µM), for the others: at the top dose GFP activation, most hits filed as activators; hit rate 0.2% among 280,000; murine LDR cells, GFP reporter derepression, 30 h; also: potency is read from the fitted curve at half-maximal effect; % of control where 0% means no effect; nearly all actives have a fitted effect of over 60% in size
#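 In this reporter-derepression format, murine cells bearing a silenced integrated CMV-GFP locus incubate with test compound (30 h, 37 C), then are washed and imaged; fluorescent objects of 20–120 um count as induced cells.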
# NPSR antagonist = antagonists of human neuropeptide S receptor cAMP signaling. Q6W5P4. CHO-NPSR cells, cAMP TR-FRET, antagonist mode. Potency, µM (highest dose often 38.3 µM), for the others: top-dose activity change, negative = inhibition, hits mostly inhibitors. hit rate 1% among 220,000. AID 1461; also: potency is read from the fitted curve at half-maximal effect; % is scaled to controls: 0 for no effect and ±100 for the full control effect; nearly all actives have a fitted effect of over 50% in size; many of its hits are not listed in these tables
# Target sequence (Q6W5P4 whole entry, looked up): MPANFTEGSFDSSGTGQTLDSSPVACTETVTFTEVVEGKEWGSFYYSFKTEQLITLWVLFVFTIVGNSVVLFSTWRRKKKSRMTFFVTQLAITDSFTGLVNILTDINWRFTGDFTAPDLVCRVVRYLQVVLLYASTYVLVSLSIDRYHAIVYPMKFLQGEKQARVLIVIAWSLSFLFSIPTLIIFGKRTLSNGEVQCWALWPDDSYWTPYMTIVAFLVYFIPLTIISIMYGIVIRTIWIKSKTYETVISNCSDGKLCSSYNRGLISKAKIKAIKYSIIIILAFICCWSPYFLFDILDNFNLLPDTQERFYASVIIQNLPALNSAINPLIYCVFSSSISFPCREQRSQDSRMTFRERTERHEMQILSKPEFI
# Tau fluor counter = counter-screen for tau fibril formation inhibitors | tau K18 P301L (four-repeat tau fragment) Alexa594 fluorescence, heparin fibrillization | Potency, µM (series often up to 57.7 µM), inactives show at the top dose activity change, negative = decrease | hit rate 0.93% among 280,000; also: potency is read from the fitted curve at half-maximal effect; % is scaled to controls: 0 for no effect and ±100 for the full control effect; nearly all actives have a fitted effect of over 55% in size
#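 Human K18 P301L tau (15 uM unlabeled plus 0.24 uM Alexa 594-labeled, final) in 100 mM sodium acetate pH 7 was mixed with compound and 20 uM heparin and incubated 6 hr at 37 C.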
# CBFb-RUNX1 inh = CBF-beta/RUNX1 interaction disruption. 230,000 tested, under 10 active. AID 1477. Potency, µM (series often up to 59.8 µM), without a hit: top-dose activity, negative = inhibition, most hits filed as inhibitors. AlphaScreen CBFb-His/RUNX1-biotin binding, biochemical. Q01196+Q13951; also: % of control where 0% means no effect
# Target sequence (Q01196 whole entry, looked up): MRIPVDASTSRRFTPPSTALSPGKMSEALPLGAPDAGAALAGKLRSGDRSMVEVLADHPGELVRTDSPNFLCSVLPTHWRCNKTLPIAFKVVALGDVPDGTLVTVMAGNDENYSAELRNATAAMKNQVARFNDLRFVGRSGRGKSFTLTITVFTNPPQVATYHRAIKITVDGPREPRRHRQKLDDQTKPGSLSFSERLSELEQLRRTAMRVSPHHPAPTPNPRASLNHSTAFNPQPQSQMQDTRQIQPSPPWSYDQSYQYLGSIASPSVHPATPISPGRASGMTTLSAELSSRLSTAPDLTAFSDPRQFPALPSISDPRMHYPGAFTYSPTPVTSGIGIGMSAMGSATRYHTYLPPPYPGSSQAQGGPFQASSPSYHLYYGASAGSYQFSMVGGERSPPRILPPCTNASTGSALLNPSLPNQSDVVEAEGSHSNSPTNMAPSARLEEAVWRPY
# Target sequence (Q13951 whole entry, looked up): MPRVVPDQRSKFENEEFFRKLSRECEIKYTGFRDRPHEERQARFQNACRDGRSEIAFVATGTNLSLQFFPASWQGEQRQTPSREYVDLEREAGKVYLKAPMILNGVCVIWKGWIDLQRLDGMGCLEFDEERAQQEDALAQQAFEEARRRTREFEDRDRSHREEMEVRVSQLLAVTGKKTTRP
#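 Proteins preincubated together for 20 min at RT before compound addition; 15 min later, nickel and streptavidin beads were added and left 90 min prior to AlphaScreen measurement.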
# Starred values were filed as active, the others as inactive; ? = inconclusive; nt = no result given; [ ] = dose if it differs, or a comment. Unless noted, calls follow the shape of the dose curve; as a rule, active = well fitted curve in the direction sought with a large enough effect; inconclusive = small, poorly fitted or top-dose-only effect, or another doubt; inactive = no such curve, though single readings can be large; an effect the other way counts as inactive or inconclusive.
# Sample of the layout, three compounds:
SMILES,Tau fibril FP,GLA spleen mod,TRb-SRC2 inh,TR SRC2 fluor cs,Epigenetic derep,NPSR antagonist,Tau fluor counter,CBFb-RUNX1 inh
COc1ccccc1-c1n[nH]c2c1[C@H](C)CC[C@H]2C(C)C,11%,8%,5%,-2%,1.9%,-21%[46.1 µM],-4%,1%
COc1ccc(CC(=O)OCCN(C)C)cc1,8%,6%,1%,-2%,0.7%,6%[46.1 µM],-1%,3%
Cc1ccn2c(=O)cc(C)nc2c1,4%,-2%,-2%,-3%,-0.7%,10%,1%,1%

# Main list (from the top)
SMILES,Tau fibril FP,GLA spleen mod,TRb-SRC2 inh,TR SRC2 fluor cs,Epigenetic derep,NPSR antagonist,Tau fluor counter,CBFb-RUNX1 inh
COc1ccccc1-c1n[nH]c2c1[C@H](C)CC[C@H]2C(C)C,11%,8%,5%,-2%,1.9%,-21%[46.1 µM],-4%,1%
COc1ccc(CC(=O)OCCN(C)C)cc1,8%,6%,1%,-2%,0.7%,6%[46.1 µM],-1%,3%
Cc1ccn2c(=O)cc(C)nc2c1,4%,-2%,-2%,-3%,-0.7%,10%,1%,1%
COc1ccc(/C=C/c2ccncc2)c2ccccc12,2%,11%,-11%,0%,0.6%,-7%[46.1 µM],-9%,4%
CCN(CC)S(=O)(=O)N1CCC(C(=O)NC2CCCc3ccccc32)CC1 (stereo not given),12%,-3%,-8%,-6%,-0.8%,-4%[46.1 µM],11%,-4%
Cn1c(=O)n(C)c2cc(NS(=O)(=O)c3ccc(Br)cc3)c(NCc3ccccc3)cc21,-3%,nt,-3%,-9%,0.7%,nt,?,nt
COc1ccc(NC(=O)Nc2ccccc2C(=O)N2CCCC2)cc1,-1%,-2%,13%,2%,-2.1%,-3%[46.1 µM],2%,6%
CNC(=O)c1ccc(-c2sc3nc(N4CCOCC4)c4c(c3c2N)CC(C)(C)OC4)o1,2%,-14%,0%,-7%,3.8%,4%[46.1 µM],?,-1%
O=C1/C(=C\c2ccc(-c3ccccc3Cl)o2)SC(=S)N1CC1CCCO1 (stereo not given),1%,5%,-1%,0%,-1.0%,2%[46.1 µM],-14%,-4%
Cc1cc(Cl)ccc1NC(=O)CN1C(=O)C(=O)c2ccccc21,-5%,nt,1%,0%,0.0%,nt,-6%,nt
Cc1ccc(OCC(=O)N/N=C/c2cn(Cc3ccccc3)c3ccccc23)cc1,9%,0%,-1%,2%,0.0%,-36%,?,-25%
CC(=O)c1ccc(NC(=O)CSc2nnc(-c3ccoc3C)n2Cc2ccccc2)cc1,9%,-2%,2%,-7%,0.0%,-14%[46.1 µM],-17%,4%
COc1ccc(C(=O)Nc2cc(-c3cccc(C)c3)nn2-c2ccccc2)cc1,?,nt,7%,-3%,7.4%,nt,-20%,nt
Clc1cc(Br)ccc1OCCN1CCOCC1,?,-4%,-2%,0%,1.1%,17%,-10%,0%
CCc1nnc(NC(=O)CSc2nnc(-c3ccoc3C)n2-c2ccc(C)cc2)s1,-1%,-8%,0%,3%,-1.0%,-17%[46.1 µM],-2%,-7%
O=c1cc(N2CCc3ccccc3C2)[nH]c(=O)n1-c1ccc(Cl)cc1,-14%,5%,-5%,-5%,-0.1%,0%[46.1 µM],-12%,0%
COCCn1c(C)cc(C(=O)COC(=O)CNC(=O)c2ccccc2)c1C,2%,2%,-2%,-2%,-3.2%,-1%,-6%,5%
O=C(Cn1cccn1)c1ccccc1,-8%,-4%,5%,-3%,-0.3%,9%,-3%,?
CC(C)(C)NC(=O)CN(Cc1cccnc1)C(=O)c1csnn1,-1%,0%,1%,3%,-0.7%,6%[46.1 µM],4%,8%
CC(C)n1nc(C(=O)Oc2cccc(Cl)c2Cl)c2ccccc2c1=O,2%,4%,-6%,-5%,0.0%,?,3%,-5%
Fc1ccc(Sc2ccccc2CNC2=NCCN2)cc1,-5%,0%,-7%,-4%,-3.4%,-9%,-3%,3%
CCc1ccc(CN(C)C(=O)CCc2nnc(COc3ccccc3)o2)cc1,2%,-9%,1%,-1%,0.0%,9%,-4%,6%
O=C(CCCCl)NC1=NN(c2ccccc2)C(=O)C1,-12%,7%,3%,4%,0.0%,11%,-25%,-7%
COc1ccc(-c2c[n+]3c(n2-c2ccccc2)SCC3)cc1OC,1%,2%,5%,-2%,-2.5%,7%,5%,-4%
CCC(NS(=O)(=O)c1c(C)[nH]c(=O)[nH]c1=O)C12CC3CC(CC(C3)C1)C2 (stereo not given),2%,-20%,-3%,1%,1.2%,-15%[46.1 µM],-1%,-3%
O=C(Nc1c(C(=O)c2ccc(F)cc2)oc2ccccc12)c1cc(-c2ccccc2)on1,-7%,nt,-8%,-50%,1.6%,nt,-13%,nt
CC(C)Cn1c(-c2cccs2)nc2nc3ccccc3nc21,?,?,-8%,-5%,-1.0%,-28%[46.1 µM],-12%,?
O=C(CSc1nnc(CNc2ccc(F)cc2)o1)OC1CCCCC1,13%,-8%,-10%,0%,-1.2%,-15%[46.1 µM],-12%,3%
O=C(/C=C/c1cccs1)N1CCN(c2ccc(F)cc2)CC1,3%,5%,-1%,-1%,8.7%,-12%,-3%,2%
O=S(=O)(CCc1ccncc1)Cc1ccc2c3c(cccc13)CC2,-1%,10%,2%,0%,1.1%,2%,-7%,4%
CC1=C(C(=O)Nc2ccc(F)cc2)C(c2ccncc2)C2=C(CCCC2=O)N1 (stereo not given),-2%,5%,-7%,-3%,-0.8%,-7%[46.1 µM],4%,-3%
CC(=O)c1cccc(NC(=O)N2CCCC2C(=O)NCc2ccc(C)cc2)c1 (stereo not given),-9%,-1%,-5%,-4%,-1.1%,-5%[46.1 µM],-5%,3%
ON=C1CCCCC1,nt,12%,-6%,-2%,nt,nt,nt,0%[21.7 µM]
C[N+](C)(CCCCCC[N+](C)(C)CCCN1C(=O)c2cccc3cccc(c23)C1=O)CCCN1C(=O)c2cccc3cccc(c23)C1=O,-1%,29%,-6%,-1%,0.0%,-5%[46.1 µM],-4%,-2%
C=CCNC(=O)c1ccc(-n2cccc2)cc1,-11%,-2%,-7%,-1%,-1.4%,0%,-4%,-9%
O=S(=O)(c1ccc(Cl)cc1)n1ccc(-c2cccc(OCc3c(F)cccc3Cl)c2)n1,-13%,-5%,4%,-3%,1.3%,-11%[46.1 µM],-16%,6%
O=C(c1ccccc1)N(NC(=O)C(O)(c1ccccc1)c1ccccc1)c1cccc(F)c1,2%,-7%,0%,9%,1.1%,-2%,-15%,?
CCOc1cc(-c2nc(-c3ccccc3OC)no2)cc(OCC)c1OCC,5%,10%,-2%,-2%,1.2%,?,-16%,8%
O=C(Nc1ccc(N2CCOCC2)nc1)c1c(F)cccc1F,3%,5%,5%,-1%,4.8%,-5%,-12%,-1%
Cc1ccccc1NC(=O)CSC(N)=O,?,5%,0%,-2%,-0.9%,-2%[46.1 µM],-17%,8%
Cn1c(=O)c2c(nc(NCc3ccccc3)n2Cc2ccccc2Cl)n(C)c1=O,3%,nt,0%,-28%,1.0%,nt,-6%,nt
COc1ccc(NC(=S)N2CCN(Cc3cccc(F)c3)CC2)c(OC)c1,10%,4%,-5%,-1%,6.7%,-6%,-9%,-2%
Cc1ccc(-c2n[nH]c3c2C(c2ccccc2)N(c2ccc(C(=O)O)cc2)C3=O)cc1 (stereo not given),-2%,10%,0%,1%,2.1%,1%,-4%,1%
CCOc1cc(C(=O)Nc2cc3c(cc2N2CCOCC2)n(C)c(=O)n3C)cc(OCC)c1OCC,-6%,nt,4%,-2%,-0.2%,nt,-11%,nt
Cc1c(C(=O)Nc2ccc(-c3nc4cc(Cl)ccc4o3)cc2)oc2ccccc12,-8%,nt,-10%,112µM*[quencher],-0.8%,nt,3%,nt
Cc1cc(C(=O)Nc2ccccc2C(F)(F)F)no1,1%,1%,-15%,-2%,-1.0%,-10%[46.1 µM],-5%,2%
CCc1nc(Nc2ccc3c(c2)OCO3)c2oc3ccccc3c2n1,?,-5%,6%,-6%,-0.9%,-24%[46.1 µM],?,0%
CCSc1sccc1C1C(C#N)=C(N)N(c2cccnc2)C2=C1C(=O)CC(C)(C)C2 (stereo not given),6%,3%,-6%,1%,-1.0%,8%[46.1 µM],-4%,2%
CN1CCSc2ccc(C(=O)Nc3cccc(F)c3)cc21,?,13%,9%,-2%,0.0%,-36%,22µM*[quencher],9%
O=C1CC(c2ccc(Cl)cc2)n2nc(N3C(=O)c4ccccc4C3=O)nc2N1 (stereo not given),0%,-12%,-11%,-3%,0.0%,-12%[46.1 µM],-3%,-1%
O=C(OCC(=O)c1c[nH]c2ccccc12)c1ccc([N+](=O)[O-])s1,-13%,0%,-1%,-4%,-0.3%,-14%,-10%,1%
CC(=O)c1ccc(NC(=O)c2ccc(-n3cnnc3)cc2)cc1,-3%,nt,-1%,-3%,0.8%,nt,-3%,nt
CC(Cn1nnc2ccccc21)C(=O)O (stereo not given),-3%,7%,-5%,-1%,-4.3%,-10%,-12%,-12%
Cn1cnc2ccc([N+](=O)[O-])cc2c1=O,8%,-16%,-4%,2%,-2.7%,10%,2%,13%
CC(=O)Oc1ccc(/C=C2/CCc3ccccc3C2=O)cc1,-9%,-1%,-8%,-4%,-0.3%,10%,-18%,4%
COc1ccccc1N(CC(O)COc1c(C)cc(C)cc1C)S(=O)(=O)c1ccccc1 (stereo not given),10%,-6%,0%,-1%,0.0%,-49%,-11%,-1%
CC1(C)Cc2c(ccc3ccccc23)-c2nnc(-c3cccnc3)n21,1%,7%,-1%,-3%,-0.2%,4%[46.1 µM],-4%,4%
CCc1c2c(nc3cccc(SC)c13)COC2,10%,10%,3%,-3%,4.0%,nt,-11%,-3%
Cc1ccc(-n2c(=O)c3c4c(sc3n(Cc3ccccc3C)c2=O)CCC4)cc1C,3%,nt,3%,1%,-1.4%,nt,-9%,nt

# This is a subset; the hit share may differ from the screen's.
